# H9c2 TAG inh: triacylglycerol accumulation inhibition. H9c2 cells, Nile Red lipid (TAG) fluorescence; cells loaded with 200 µM oleic acid. inhibition, % at 12.5 µM. 230,000 tested, 0.66% active. AID 651582;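 active = pattern-corrected inhibition of lipid staining of at least 50% with the nuclear-stain viability signal not falling by more than 50%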;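 also: 0% = DMSO wells and 100% = triacsin C control wells; some results filed as inactive read as strong as hits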
# H9c2 TAG inh DAPI viability: further read-out of H9c2 TAG inh, marked with its call; DAPI nuclei signal change (viability), lower = more cytotoxic, %;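 whole-well DAPI fluorescence read on a plate reader as a viability signal; minus 50 percent equals half of cells still viable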
# Numbers without * were called inactive.
SMILES,H9c2 TAG inh,H9c2 TAG inh DAPI viability
Cc1cc(Cl)ccc1NC(=O)COC(=O)CCNS(=O)(=O)c1ccccc1,27,-3
CCN(CC)S(=O)(=O)c1cccc(NC(=O)c2ccccc2Br)c1,3,-9
CN1CCN(S(=O)(=O)c2cccc(C(=O)NC3CCCc4ccccc43)c2)CC1 (stereo not given),22,-5
Cc1ccc(C(=O)OCCc2c(C)[nH]n(-c3ccccc3)c2=O)cc1,30,-6
Cc1cc2oc(=O)c3c(c2cc1OCc1nn[nH]n1)CCCC3,25,-4
COc1cccc(NC(=S)N(CCCN2CCCC2)Cc2cccn2Cc2ccc(Cl)cc2)c1,4,2
Cc1cc(N2CCOCC2)nc(SCC(=O)OCc2ccccc2)n1,-7,1
COc1ccc(OC)c(NC(=O)CSc2nncc3ccc(OC)c(OC)c23)c1,-3,-8
COc1ccc(CNC(=O)c2ccc(N3CCC4(CC3)CC(c3ccc(Cl)cc3)=NO4)c(NC(=O)Cc3ccc(F)cc3)c2)cc1,60*,-1.8*
CCn1c(SCC(=O)NC2CCCCC2)nnc1-c1cc2cccc(OC)c2o1,31,-2
O=S(=O)(c1ccc(Cl)cc1)c1nc(-c2ccco2)oc1N1CCOCC1,-14,9
COCCNC(=O)C(=O)NNC(=O)CCc1ccccc1,6,4
COc1cccc(N2CC(O)Cn3c2nc2c3c(=O)[nH]c(=O)n2C)c1 (stereo not given),-13,2
N#Cc1ccc(C(=O)Nc2ccc(S(=O)(=O)NC3=NCCCCC3)cc2)cc1,-7,2
COc1ccccc1C(CNC(=O)C1CC(=O)N(Cc2ccc(C)cc2)C1)N1CCCC1 (stereo not given),0,-5
O=C(Nc1cccc(C(=O)O)c1)/C(=C\c1ccccc1)NC(=O)c1ccccc1,12,-8
CN(Cc1ccc(Cl)c(Cl)c1)C(=O)c1cccc(S(=O)(=O)N2CCN(Cc3ccccc3)CC2)c1,-21,7
COC(=O)c1ccc(-c2ccco2)n1Cc1ccccc1Cl,9,-1
CC(=O)NC(c1ccc(F)c(F)c1)c1nc(-c2cnc3ccccc3c2)cs1 (stereo not given),7,2
CC1CCN(c2nc3ccccc3n2CC(=O)c2ccccc2)CC1,11,-15

# Reprinted at random: 3 records from the list, in no set order.
SMILES,H9c2 TAG inh,H9c2 TAG inh DAPI viability
COCCNC(=O)C(=O)NNC(=O)CCc1ccccc1,6,4
N#Cc1ccc(C(=O)Nc2ccc(S(=O)(=O)NC3=NCCCCC3)cc2)cc1,-7,2
O=C(Nc1cccc(C(=O)O)c1)/C(=C\c1ccccc1)NC(=O)c1ccccc1,12,-8

# Further results
SMILES,H9c2 TAG inh,H9c2 TAG inh DAPI viability
COc1ccc(C(=O)Nc2ccc(N3CCN(C(=O)c4ccccc4)CC3)cc2)cc1[N+](=O)[O-],5,-6
COc1ccc(OCCCC(=O)N(C)CC(=O)Nc2ccccc2Cl)cc1,21,1
Cc1c(C(=O)NCCSCc2cccc(C(F)(F)F)c2)cnn1-c1ccc(Cl)cc1,0,0
CC(C)CC(=O)Nc1ccc2ccccc2c1,-13,-1
N#CCCCC#Cc1ccc2c(c1)COc1c3ccccc3nn1-2,-15,10
C/C(=N\NC(=O)OC(C)(C)C)c1ccc(-n2ccnc2)cc1,-2,-6
O=C(C1CCC(CNc2c(N3CCCCC3)c(=O)c2=O)CC1)N1CCCCC1 (stereo not given),-9,1
Cc1ccc(S(=O)(=O)NC(C)C(=O)OCC(=O)Nc2sccc2C(N)=O)cc1 (stereo not given),6,-9
COc1ccc(-c2nnc(N3CCC(C)CC3)c3ccccc23)cc1,-8,-23
COC(=O)c1ccc(N)nc1,-21,-2
CC1(C)Cc2noc(N)c2C(C)(C)N1OC(=O)c1cccs1,-17,12
CC(C)CN(C(=O)COC(=O)CCN1C(=O)c2ccccc2C1=O)C1CCS(=O)(=O)C1 (stereo not given),-6,4
O=C(Cc1ccc(S(=O)(=O)N2CCCC2)s1)Nc1cccc([N+](=O)[O-])c1,-4,-4
CCN(CC)C(=O)[C@H]1C[C@H](CC(=O)NCCCN(C)C)C(=O)N2CCc3c([nH]c4cc(CCC(=O)N(C)C)ccc34)[C@]12C,3,2
O=C(COC(=O)c1ccc(Br)o1)Nc1ncc([N+](=O)[O-])s1,-5,11
CCOc1ccc(N2C(=O)C(CC(=O)Nc3ccc(F)cc3)N(Cc3ccccn3)C2=S)cc1 (stereo not given),9,-7
Cc1cc(Br)cc(C=Nc2ccc(N3CCOCC3)cc2)c1O,7,-8
CCC(C)NC(=O)C1CCN(c2nc(OC)nc(OC)n2)CC1 (stereo not given),-4,27
CC(CC(=O)N1CCN(c2ccc(C(F)(F)F)cn2)CC1)n1ccnc1 (stereo not given),2,0
Cc1ccc(-n2nnc3c(=O)n(CC(=O)N4CCOCC4)cnc32)cc1,-3,-4
CN1CC(=O)NC1=NC(=O)c1ccc(Cl)c(S(=O)(=O)N2CCCCCC2)c1,0,-6
O=C(COC(=O)CCN1C(=O)C2CC=CCC2C1=O)NCCc1ccccc1 (stereo not given),-2,7
COc1cccc2ccc(CC(O)(c3ccccc3)c3ccccc3)nc12,-15,6
Cc1nnc(SCC(=O)Nc2ccc(N3CCOCC3)cc2)n1-c1ccccc1,4,3
O=C1Nc2ccccc2C(=O)N2[C@H](c3ccc(F)cc3)[C@@H]3C(=O)N(Cc4ccccc4)C(=O)[C@@H]3[C@H]12,13,-1
O=C(CC1C[C@H](C(=O)N2CCOCC2)[C@@]2(CCC3CCCC3)c3[nH]c4ccccc4c3CCN2C1=O)NCCc1ccccn1 (stereo not given in full),18,-10
CN(C)C(CNC(=O)CSc1nc2sc3c(c2c(=O)n1C)CCCC3)c1ccccc1 (stereo not given),25,-4
COc1ccc(N2CCN(C(=O)CCSCc3ccccc3F)CC2)cc1,0,7
Cc1nc(N)c(Br)c(C)c1Br,-4,-3
CCOC(=O)c1cc2c(=O)n3cccc(C)c3nc2n(Cc2ccco2)c1=NC(=O)c1ccc(C)cc1,-7,8
Cc1nc2sc(C(c3ccccc3)N3CCN(c4ccccc4F)CC3)c(O)n2n1 (stereo not given),5,1
COc1ccc(CC(=O)Nc2ccc(OC(C)=O)cc2C(=O)O)cc1,14,-11
Cc1c(NC(=O)c2ccc(Cl)c([N+](=O)[O-])c2)cccc1-n1cnnn1,8,-8
Cc1ccc(NC(=O)COC(=O)COc2cccc3c2OC(C)(C)C3)cc1C,15,3
COc1cc2c(cc1OC)C(=NO)CCCC2,0,-5
Cc1nn(-c2ccccc2)c(Cl)c1C(=O)NCC(C)C,-3,1
O=C(Nc1ncccc1Cl)c1cccc(F)c1,-10,8
C/C(=N\N=C(c1ccccc1)c1ccccc1)c1ccco1,-13,0
CCC(CC)NC(=O)Cc1ccccc1OC,-10,9
O=C1c2cccc(OCC(=O)N3CCCc4ccccc43)c2CCN1Cc1ccc(F)cc1,-7,-6
c1ccc(C(=NNc2nc3ccccc3s2)c2ccccn2)cc1,42,-26
COc1cc(NC(=O)c2cc(OC)c(OC)c(OC)c2)c2ncccc2c1,5,4
CC(C)(C)CC(=O)Nc1ccccc1N1CCN(c2ccc(F)cc2)CC1,-15,8
CN1CCN(S(=O)(=O)c2ccc(NN)nc2)CC1,2,-2
O=C(Nc1ccc(Cl)cn1)Nc1ccc(Cl)cn1,3,-7
CC(NC(=O)CN1CCCC1)c1ccccc1 (stereo not given),-1,-2
Cc1ccc2c(c1)nc1c3ccccc3nc(-c3ccccc3N)n21,15,52
Cc1cccc(C(=O)c2cn[nH]c2-c2ccc(C)cc2O)c1,-11,-2
COCCn1nnnc1SCC(=O)NCc1ccc2c(c1)OCO2,-7,3
Cc1ccc2oc(=O)c3cnn(CC(=O)NC4CCN(Cc5ccccc5)CC4)c3c2c1,-8,9
# Next records follow.
SMILES,H9c2 TAG inh,H9c2 TAG inh DAPI viability
O=C(Nc1ccc(Br)cc1)C1CC(c2c(F)cccc2Cl)=NO1 (stereo not given),-27,14
CS(=O)(=NS(=O)(=O)c1ccc(Cl)cc1)c1ccccc1 (stereo not given),0,-2
Cn1nc(C(=O)Nc2nc(-c3ccccn3)cs2)c2ccccc2c1=O,9,3
CN(C)/C=N/c1ncc(C(=O)c2ccc(Cl)cc2Cl)s1,9,-3
CCCCOC(=O)Nc1ccccc1C(N)=O,13,-7
CCCCN(CC)CCNC(=O)c1[nH]c(C)c(C(C)=O)c1C,2,-2
CCOc1ccc2c(c1)C(C)=CC(C)(C)N2C(=O)Nc1ccccc1,23,16
Cc1ccc(-n2ccnc(SCC(=O)NCCc3ccccc3)c2=O)cc1F,8,-4
CCOc1ccc(-n2cc(C(=O)Nc3ccc(Cl)cn3)c3cc(OC)c(OC)cc3c2=O)cc1,6,20
C[C@@H](CN1CCC[C@H]1CN1C(N)=NC[C@@H]1Cc1ccccc1)N1C[C@@H](Cc2ccccc2)N(CCCC2CCCC2)C1=N,-17,30
CCOC(=O)CCCCCC(=O)Nc1ccc2c(c1)C(=O)N([C@H](C)CO)C[C@H](C)[C@@H](CN(C)C(=O)Nc1ccc(OC)cc1)O2,10,1
COC(=O)c1c(C)[nH]c(C(=O)COc2ccc3ccc(=O)oc3c2)c1C,2,0
O=C(CC1C(=O)NCCN1Cc1cccc(Oc2ccccc2)c1)NCCc1ccccn1 (stereo not given),4,-1
CSc1ccc(CNC(=O)C2(C)CCCN2CC(C)C)cc1 (stereo not given),-2,-1
Clc1ccc2c(c1)C(N1CCNCC1)Cc1ccccc1S2 (stereo not given),21,-2
COc1ccc(OC)c(C(=O)N2CCC(C(=O)c3ccc(F)cc3)CC2)c1,-4,0
Cc1ccc(OCc2nnc(NC(=O)c3cccnc3)s2)cc1,7,0
O=C(O)c1cccc2c1C(=O)c1ccc(Cl)cc1S2(=O)=O,12,-1
CC(=O)N1CCC(C(=O)NC2CC(C)(C)Cc3c2cnn3-c2ccc(F)cc2)CC1 (stereo not given),5,3
Cc1c(C(=O)N(Cc2ccccc2)C(C)C)cnn1-c1ccccc1,7,-1

# Sorted by SMILES length (smallest number first): part of the list above.
SMILES,H9c2 TAG inh,H9c2 TAG inh DAPI viability
CCCCOC(=O)Nc1ccccc1C(N)=O,13,-7
CSc1ccc(CNC(=O)C2(C)CCCN2CC(C)C)cc1 (stereo not given),-2,-1
Cc1ccc(OCc2nnc(NC(=O)c3cccnc3)s2)cc1,7,0
CN(C)/C=N/c1ncc(C(=O)c2ccc(Cl)cc2Cl)s1,9,-3
CCCCN(CC)CCNC(=O)c1[nH]c(C)c(C(C)=O)c1C,2,-2
O=C(O)c1cccc2c1C(=O)c1ccc(Cl)cc1S2(=O)=O,12,-1
Cc1c(C(=O)N(Cc2ccccc2)C(C)C)cnn1-c1ccccc1,7,-1
Cn1nc(C(=O)Nc2nc(-c3ccccn3)cs2)c2ccccc2c1=O,9,3
COc1ccc(OC)c(C(=O)N2CCC(C(=O)c3ccc(F)cc3)CC2)c1,-4,0
COC(=O)c1c(C)[nH]c(C(=O)COc2ccc3ccc(=O)oc3c2)c1C,2,0
O=C(CC1C(=O)NCCN1Cc1cccc(Oc2ccccc2)c1)NCCc1ccccn1 (stereo not given),4,-1
Cc1ccc2oc(=O)c3cnn(CC(=O)NC4CCN(Cc5ccccc5)CC4)c3c2c1,-8,9
CC(=O)N1CCC(C(=O)NC2CC(C)(C)Cc3c2cnn3-c2ccc(F)cc2)CC1 (stereo not given),5,3
CCOc1ccc(-n2cc(C(=O)Nc3ccc(Cl)cn3)c3cc(OC)c(OC)cc3c2=O)cc1,6,20
C[C@@H](CN1CCC[C@H]1CN1C(N)=NC[C@@H]1Cc1ccccc1)N1C[C@@H](Cc2ccccc2)N(CCCC2CCCC2)C1=N,-17,30
CCOC(=O)CCCCCC(=O)Nc1ccc2c(c1)C(=O)N([C@H](C)CO)C[C@H](C)[C@@H](CN(C)C(=O)Nc1ccc(OC)cc1)O2,10,1

# Next structures
SMILES,H9c2 TAG inh,H9c2 TAG inh DAPI viability
O=C(Nc1c(F)cc(F)cc1Br)c1cc(-c2ccc(O)cc2)on1,-15,-3
NCc1csc(Nc2ncccn2)n1,9,-4
CCO/C=C1/C(=O)N(C)C(=O)c2cc(OC)ccc21,-6,5
Cc1cc(-c2ccccc2)oc(=O)c1NC(=O)c1ccccc1,-4,-3
CN=c1scc(-c2cccs2)n1/N=C/c1ccccc1O,-17,22
Cc1ccc2c(c1)nnn2C1CCN(CC(=O)N(c2ccccc2)c2ccccc2)CC1,7,10
O=C(OCc1nc2scc(-c3ccccc3)c2c(=O)[nH]1)c1ccco1,-7,-2
Cc1cccc(CC(=O)Nc2cc(C)c3c(=O)oc4ccccc4c3n2)c1,24,11
O=C(O)/C=C/c1cn(Cc2ccccc2Cl)nc1-c1ccccc1,14,-5
CCOc1ccccc1C=NNC(=O)c1cccc2ccccc12,-7,8
CCOC(=O)c1c(NC(=O)c2cc(-c3ccc(O)cc3)on2)sc(C(C)=O)c1C,27,-8
O=C1COc2ccc(C(=O)COC(=O)c3ccc([N+](=O)[O-])cc3Cl)cc2N1,-4,15
Cc1ccc(CNS(=O)(=O)N(C)C)cc1,6,-11
CC(=O)Nc1ccc(-c2ccnc3c2CC(C(=O)Nc2cccc(Oc4ccccc4)c2)O3)cc1 (stereo not given),12,-10
CCCCn1c(N)c(N(C)C(=O)C2CC(=O)N(Cc3ccco3)C2)c(=O)[nH]c1=O (stereo not given),-7,-3
Cc1cc(Cl)ccc1C(=O)C1CCCN(C(=O)c2cc(C(C)C)no2)C1 (stereo not given),-2,-6
Cc1c(C(=O)NCCc2ccccc2)oc2ccc(S(=O)(=O)N3CCOCC3)cc12,-7,11
COc1ccc(OC)c(C2C(C#N)=C(N)Oc3cc(N)ccc32)c1 (stereo not given),15,2
CN(N=Nc1ccc([N+](=O)[O-])cc1)c1ccccc1,3,7
N/C(CN1CCSCC1)=N\OCc1c(F)cccc1Cl,0,2
CCOc1ccc(N2CC(C(=O)NCCc3ccccc3)CC2=O)cc1 (stereo not given),0,-2
CC(C)c1ccc(SCc2noc(C(=O)NCC3CCCO3)c2C(=O)O)cc1 (stereo not given),-14,2

# Source: PubChem BioAssay

# This is a subset; count on the stated rates, not on these rows.
